# TDP-43 yeast inh – TDP-43 toxicity inhibition in yeast | TDP-43 expressing yeast growth rescue, BacTiter-Glo, 24 h | Potency, µM (doses to about 46.1 µM), for inactives: top-dose growth rescue (activation), usual class: activators | hit rate 1.8% among 410,000 | AID 652104; also: potency is read from the fitted curve at half-maximal effect; % of control where 0% means no effect; nearly all actives have a fitted effect of over 50% in size
#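 Cell-based yeast growth screen: TDP-43 expression induced in galactose, inoculum OD600=0.02 after raffinose pregrowth to mid-log. Read-out BacTiter-Glo luminescence at 24 hr, 30 deg C; inhibition of toxicity seen as signal increase.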
# FUS yeast rescue – FUS proteinopathy suppression in yeast | S. cerevisiae FUS-expressing, growth rescue, OD600, 24 h | Potency, µM (highest dose often 76.6 µM), without a hit: at the top dose growth rescue (activation), usual class: activators | AID 1347120 | hit rate 0.24% among 390,000;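 also: potency is read from the fitted curve at half-maximal effect; plate controls were DMSO vehicle for no effect and reference control for full effect; nearly all actives have a fitted effect of over 55% in size; some results filed as inactive show a strong effect at the top dose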
#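 Compound concentration series was pinned onto galactose-induced FUS-expressing yeast seeded at OD 0.005. Plates sat 24hr at 30C; absorbance at 600 nm gave growth. DMSO served as background control.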
# aSyn rescue – rescues yeast growth from alpha-synuclein toxicity; Potency, µM (top dose mostly 46.1 µM), for the others: at the top dose growth rescue (activation), usual class: activators; Yeast expressing alpha-synuclein, growth rescue, BacTiter-Glo, 24 h; AID 652106; hit rate 0.14% among 370,000; also: potency is read from the fitted curve at half-maximal effect; % of control where 0% means no effect; nearly all actives have a fitted effect of over 65% in size
#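 Screening used galactose-induced yeast with toxic alpha-synuclein levels, exposed to compound for 24 hr at 30 deg C. Cell growth, read with BacTiter-Glo luminescence, gave the measured signal.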
# GLP1R inv ag – GLP-1 receptor (human) inverse agonism; P43220; HEK293 GLP-1R CRE-luciferase, luminescence, 24 h; GLP-1R form is constitutively active; Potency, µM (highest dose often 38.3 µM), for inactives: at the top dose activity change, negative = inhibition, hits mostly inhibitors; hit rate 1.6% among 410,000; AID 624417; also: potency is read from the fitted curve at half-maximal effect; % is scaled to controls: 0 for no effect and ±100 for the full control effect; nearly all actives have a fitted effect of over 55% in size
#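 Inverse agonists were sought by their lowering of basal cAMP reporter luciferase output in HEK293 cells stably carrying constitutively active human GLP-1R, after 24 h compound treatment.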
# Abeta rescue – A-beta toxicity reversal in yeast. AID 1347071. hit rate 0.063% among 410,000. Potency, µM (series often up to 46.1 µM), without a hit: at the top dose growth rescue, usual class: activators. yeast expressing A-beta42, growth rescue, OD600, 48 h; response scale: 0% DMSO, 100% iron-clioquinol control; also: potency is read from the fitted curve at half-maximal effect; nearly all actives have a fitted effect of over 55% in size
#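 Yeast growth medium received pinned compounds, then yeast cells expressing toxic A-beta were added; plates incubated at 30 C for 48 hr. Growth read as absorbance at 600 nm, normalized to DMSO and equimolar FeCl3 plus clioquinol controls.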
# PTHR1 agonist – PTHR1 (human) receptor agonism; Q03431; hit rate 0.075% among 410,000; AID 743266; HEK293 GP2 PTHR1 cells, GloSensor cAMP luminescence, 1 h; Potency, µM (titrated, usually from 115 µM), for inactives: top-dose activation, most hits filed as activators; also: potency is read from the fitted curve at half-maximal effect; nearly all actives have a fitted effect of over 55% in size; some results filed as inactive show a strong effect at the top dose; inactives centre near -15; many of its hits are not listed in these tables
# Target sequence (Q03431 whole entry, looked up): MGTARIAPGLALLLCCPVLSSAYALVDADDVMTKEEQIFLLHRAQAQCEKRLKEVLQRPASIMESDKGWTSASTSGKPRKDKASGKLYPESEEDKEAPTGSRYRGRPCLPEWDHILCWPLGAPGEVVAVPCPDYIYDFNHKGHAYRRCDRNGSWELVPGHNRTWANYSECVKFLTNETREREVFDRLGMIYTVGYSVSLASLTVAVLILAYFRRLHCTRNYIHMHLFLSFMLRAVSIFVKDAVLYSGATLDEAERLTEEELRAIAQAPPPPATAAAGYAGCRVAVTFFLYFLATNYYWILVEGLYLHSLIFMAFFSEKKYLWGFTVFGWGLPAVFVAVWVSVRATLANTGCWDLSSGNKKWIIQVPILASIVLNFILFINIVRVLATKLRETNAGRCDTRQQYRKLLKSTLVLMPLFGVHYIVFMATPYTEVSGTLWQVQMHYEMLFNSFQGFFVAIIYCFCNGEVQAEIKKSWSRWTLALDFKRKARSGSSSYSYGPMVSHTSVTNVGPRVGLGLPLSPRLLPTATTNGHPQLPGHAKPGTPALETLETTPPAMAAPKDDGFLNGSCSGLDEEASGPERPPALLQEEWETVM
#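 HEK-293-derived GP2 cells expressing PTHR1 and a GloSensor cAMP reporter, 3,000/well, plated overnight, given luciferin plus IBMX (each 0.5 mM as added) for 1 h at 37 °C, then compound for 1 h at 37 °C. Luminescence was read after 15 min at room temperature.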
# DRD3 antagonist – D3 dopamine receptor (human) antagonism | AID 652054 | hit rate 2.5% among 360,000 | max response, negative = inhibition, % | D3R cells, DiscoveRx beta-arrestin luminescence, antagonist mode; active compounds read low | P35462; in the data active = max response below about -50%; inconclusive = no clear call, values can overlap the other calls; also: % is scaled to controls: 0 for no effect and ±100 for the full control effect; mostly tested at two doses, the higher about 12 µM
# Target sequence (P35462 whole entry, looked up): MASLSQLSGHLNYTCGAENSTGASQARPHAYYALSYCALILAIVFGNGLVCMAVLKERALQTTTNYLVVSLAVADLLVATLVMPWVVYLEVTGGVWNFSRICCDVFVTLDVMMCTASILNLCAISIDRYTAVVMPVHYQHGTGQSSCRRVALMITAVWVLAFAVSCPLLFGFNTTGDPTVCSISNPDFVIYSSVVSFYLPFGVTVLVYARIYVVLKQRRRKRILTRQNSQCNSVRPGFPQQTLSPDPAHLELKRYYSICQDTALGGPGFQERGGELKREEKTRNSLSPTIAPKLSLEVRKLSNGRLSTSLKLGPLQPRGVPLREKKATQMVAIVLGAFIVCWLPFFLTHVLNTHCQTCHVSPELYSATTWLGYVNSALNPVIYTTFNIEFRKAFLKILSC
#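 Cells plated overnight at 1500 cells/well, then exposed to library compounds with dopamine controls for 90 minutes at 37 degrees C. DiscoveRx reagent added for 30–60 minutes at room temperature; luminescence read, quantitative HTS format.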
# GLP-1R agonist – activates the human GLP-1 receptor | AID 624172 | HEK293 GLP-1R CRE-luciferase, luminescence, 4-6 h; cells express a hypersensitive GLP-1R form | Potency, µM (titrated, usually from 45.6 µM), for inactives: at the top dose activation, usual class: activators | P43220 | hit rate 0.007% among 380,000; also: potency is read from the fitted curve at half-maximal effect; % of control where 0% means no effect
# Akt phos inh – blocks phosphorylation of Akt | hit rate 0.32% among 360,000 | Neuro2A IGF-stimulated pAkt S473 HTRF, 20 min; active compounds read low | activity change, % for hits at 50 µM; in the data active = activity change below about -80%; inconclusive = mostly about -51% to -80%; also: % is scaled to controls: 0 for no effect and ±100 for the full control effect
#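 Neuro2A cells in DMEM with 0.5% FBS, overnight at 37 deg C, given compound at single 50 µM final, then IGF (6 nM final) for 20 min at 37 deg C. Lysed; phospho-Akt Ser473 by HTRF after 24 h, 665/615 ratio.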
# * marks the source's active call; other numbers are inactive results; i = inactive; ? = inconclusive; / = not tested or not shown; [ ] = dose if it differs, or a comment. Unless noted, calls follow the shape of the dose curve; as a rule, active = well fitted curve in the direction sought with a large enough effect; inconclusive = small, poorly fitted or top-dose-only effect, or another doubt; inactive = no such curve, though single readings can be large; an effect the other way counts as inactive or inconclusive. The list is partial; the hit share may differ from the screen's.
SMILES,TDP-43 yeast inh,FUS yeast rescue,aSyn rescue,GLP1R inv ag,Abeta rescue,PTHR1 agonist,DRD3 antagonist,GLP-1R agonist,Akt phos inh
COc1ccc(S(=O)(=O)N2CCN(C3CCN(Cc4ccccc4)CC3)CC2)cc1,-21%,0%,-3%,?,-5%,-67%[inhibitor],-22,0%,i
CC12CCC(=O)N1C(C(=O)NCCc1ccc(S(N)(=O)=O)cc1)CS2 (stereo unspecified),9%,-1%,0%,3%,4%,i,-1,-8%,i
CCCNC(=O)c1onc(CS(=O)(=O)c2cc(C)cc(C)c2)c1C(=O)NCCC,-4%,3%,-7%,12%,-12%,-10%,-12,2%,i
Cc1ccc(C(=O)CCC(=O)OCC(=O)N2c3ccccc3NC(=O)C2(C)C)cc1,7%,16%,1%,21%,-6%,-35%[inhibitor],-2,-4%,i
CCn1c(=O)cc(OCC(=O)Nc2ccc(C)cn2)c2ccccc21,-5%,20%,2%,9%,13%,i,-7,-7%,i
Cc1c(CCOC(=O)c2cc([N+](=O)[O-])cc([N+](=O)[O-])c2)sc[n+]1CC(=O)c1ccccc1,17%,16%,3%,11%,2%,i,-4,6%,i
CC(=O)C(CC(=O)N1CCCc2ccccc21)C(=O)Nc1ccc(F)cc1 (stereo unspecified),8%,13%,-8%,?,10%,-1%,-14,6%,i
O=C(Cc1ccccc1)Nc1nc(=O)c2ccccc2s1,-8%,41%,4%,12%,11%,-6%,-4,-2%,i
Cc1nc2ccc(Oc3ccccc3)cc2s1,28%,-34%,-1%,17%,9%,-18%,-27,10%,i
COc1ccc(CNC(=O)[C@H](C)NC(=O)C2CCN(S(=O)(=O)c3ccc(F)cc3)CC2)cc1,16%,20%,6%,17%,2%,i,-9,-3%,i
CC(=O)Nc1cccc(-c2ccnc3c2CC(C(=O)NCc2cccnc2)O3)c1 (stereo unspecified),17%,-14%,-3%,-22%,-6%,2%,-13,5%,i
CCOc1ccc(S(=O)(=O)N2CCCC(C(=O)NCc3ccco3)C2)cc1 (stereo unspecified),15%,-7%,-6%,?,5%,-6%,-6,-3%,i
CCOC(=O)c1sc(NC(=O)c2cccc(S(=O)(=O)N3CCc4ccccc43)c2)c(C#N)c1C,21%,-16%,0%,?,6%,-29%,5,-2%,i
COCCNC(C(=O)Nc1ccc([N+](=O)[O-])cc1Br)c1ccccc1 (stereo unspecified),18%,1%,5%,?,16%,-26%,-24,0%,i
CC(Oc1ccc(Br)cc1Br)C(=O)Nc1cccnc1 (stereo unspecified),10%,10%,-12%,-18%,-37%[inhibitor],-28%,-14,-4%,i

# Record cards, from the list above:
# Entry for `CCCNC(=O)c1onc(CS(=O)(=O)c2cc(C)cc(C)c2)c1C(=O)NCCC` = TDP-43 yeast inh: -4%; FUS yeast rescue: 3%; aSyn rescue: -7%; GLP1R inv ag: 12%; Abeta rescue: -12%; PTHR1 agonist: -10%; DRD3 antagonist: -12; GLP-1R agonist: 2%; Akt phos inh: i
# Entry for `CC(=O)Nc1cccc(-c2ccnc3c2CC(C(=O)NCc2cccnc2)O3)c1` (stereo unspecified) = TDP-43 yeast inh: 17%; FUS yeast rescue: -14%; aSyn rescue: -3%; GLP1R inv ag: -22%; Abeta rescue: -6%; PTHR1 agonist: 2%; DRD3 antagonist: -13; GLP-1R agonist: 5%; Akt phos inh: i
# Entry for `Cc1c(CCOC(=O)c2cc([N+](=O)[O-])cc([N+](=O)[O-])c2)sc[n+]1CC(=O)c1ccccc1` = TDP-43 yeast inh: 17%; FUS yeast rescue: 16%; aSyn rescue: 3%; GLP1R inv ag: 11%; Abeta rescue: 2%; PTHR1 agonist: i; DRD3 antagonist: -4; GLP-1R agonist: 6%; Akt phos inh: i

# (next part)
SMILES,TDP-43 yeast inh,FUS yeast rescue,aSyn rescue,GLP1R inv ag,Abeta rescue,PTHR1 agonist,DRD3 antagonist,GLP-1R agonist,Akt phos inh
COCCNC(=O)C(NC(=O)C1CCC(C)CC1)C(C)C (stereo unspecified),11%,-3%,6%,17%,2%,-22%,0,-5%,i
Cc1ccc(C)c(N(CC(=O)Nc2ccc(-c3nc4ccc(C)cc4s3)cc2)S(C)(=O)=O)c1,30%,/,1%,?,9%,i,9,-3%,i
Cc1cc(C)nc(-n2nc(C)cc2NC(=O)c2cc3ccccc3oc2=O)n1,3%,-29%,0%,12%,-4%,i,3,-1%,i
COc1ccc(NC(=S)N2CCCC(c3nc4ccc(C)cc4[nH]3)C2)c(OC)c1 (stereo unspecified),12%,10%,4%,-20%,-12%,-16%,-3,-1%,i
COc1cccc(OC)c1OCCCCCCN1CCN(C)CC1,18%,-27%,0%,-17%,-1%,i,4,-1%,i
CC(=O)Nc1ccc(N2CCN(Cc3ccccc3F)CC2)cc1,-15%,14%,-1%,-9%,2%,?,-11,5%,i
COc1cccc(CN2CC(C(=O)N(C)Cc3nc(C)cs3)CCC2=O)c1 (stereo unspecified),2%,-1%,6%,0%,10%,i,4,-7%,i
CN1CCN(C(=O)Cn2ncc3c([nH]c4ccccc43)c2=O)CC1,15%,-12%,0%,-6%,-7%,i,16,-1%,/
CCOC(=O)c1c(C)[nH]c(C)c1C(=O)COC(=O)c1cc(OC)c(OC)cc1OC,-4%,2%,3%,59%[activator],3%,i,10,29%,i
COc1ccc2cc(CN(CC3COCCO3)S(=O)(=O)c3ccc(Cl)cc3)c(=O)[nH]c2c1 (stereo unspecified),6%,-2%,-4%,-12%,5%,i,?,-9%,i
O=C(COc1coc(CN2CCCc3ccccc32)cc1=O)Nc1ccccc1,20%,0%,3%,-7%,20%,i,-3,-1%,i
Cc1occc1C(=O)NNC(=O)CN1C(=O)NC2(CCCCC2)C1=O,?,5%,-3%,6%,-20%,1%,-16,12%,i
CCOC(=O)c1sc2nc(SCC(=O)N(CC)CC)n(CCCN3CCCC3=O)c(=O)c2c1C,2%,17%,4%,1%,2%,-23%,0,3%,i
C=CCNC(=S)NNC(=O)C(CCC(C)C)CC(C)O (stereo unspecified),24%,-47%,-5%,-11%,7%[9.22 µM],i,15,0%,i
COc1ccccc1CNC(=O)C1CCN(S(=O)(=O)c2ccc(N3CCCC3=O)cc2)CC1,21%,27%,0%,-4%,-2%,i,-4,6%,i
Cc1cc(C)cc(NC(=O)COC(=O)CCc2ccc(S(=O)(=O)N3CCOCC3)cc2)c1,-2%,4%,3%,4%,-12%,i,1,5%,i
COc1ccccc1CNC(=O)Cn1cc2c(n1)-c1c(oc(C(=O)N3CCOCC3)c1C)CC2,?,11%,/,1%,6%,-29%,/,/,/
O=C(OCC(=O)N1CCN(C(=O)c2ccco2)CC1)c1sc2cc(F)ccc2c1Cl,6%,-14%,-7%,-3%,-1%,i,6,-2%,i
CC(CN1CCCCC1)OC(=O)CCc1ccccc1 (stereo unspecified),-11%,2%,4%,3%,10%,i,-29,2%,i
CC1(C)NC(=O)N(CC(O)CN(Cc2ccccc2)Cc2ccccc2)C1=O (stereo unspecified),0%,1%,-6%,?,-14%,i,-1,1%,i
CCc1cccc(N(C(=O)c2csnn2)C(C(=O)NC2CCCCC2)c2cccnc2)c1 (stereo unspecified),-3%,22%,0%,3%,-10%,-6%,-25,9%,i
O=C(c1ccncc1)c1nccn1-c1ccccn1,-19%,-9%,-8%,0%,4%,-23%,10,-6%,i
Clc1ccc2nc(-c3ccco3)c(Cc3ccsc3)n2c1,-26%,7%,17%,27%,-80%[inhibitor],-6%,-53*,28%,i
O=C(CN1C(=O)/C(=C/c2ccccc2F)Sc2ccccc21)NCCCN1CCOCC1,-3%,15%,-2%,?,-2%,i,?,10%,i
Cc1cc(C)nc(NC(N)=NCCc2ccccc2)n1,-13%,22%,-2%,?,5%,-2%,4,-1%,i
O=[N+]([O-])c1ccc(Nc2nc(N/N=C/c3cccc(F)c3)nc(N3CCCC3)n2)cc1,?,?,0%,?,26%,-10%,16,-8%,i
COC(=O)[C@@]1(Cc2ccccc2)[C@H]2C(=O)N(Cc3ccccc3)C(=O)[C@H]2[C@H]2CN=C(SCc3ccc(Cl)cc3)N21,26%,38%,-9%,?,4%,-6%,23,-1%,i
O=C1CCN(Cc2ccc(Cl)cc2)N1,1%,-28%,-6%,10%,0%,-9%,-15,-6%,i
O=C(O)c1ccccc1-c1ccccc1C(=O)Nc1ccccc1,15%,7%,1%,-2%,?,3%[57.5 µM],27,-11%,i
O=C(NCCN1C(=O)S/C(=C\c2ccc(Cl)c([N+](=O)[O-])c2)C1=O)C1=COCCO1,9%,-7%,7%,?,-4%,-35%[inhibitor],-55*,-6%,i
O=C(CSc1nc2ccccc2c(=O)n1CCCN1CCOCC1)N1CCN(c2ccccc2)CC1,4%,8%,2%,8%,1%,i,9,1%,i
CCc1cc(=O)oc2cc(C)cc(OCC(=O)NCCN3CCOCC3)c12,12%,15%,2%,-28%,0%,i,1,6%,i
Cc1ccccc1CN1C(=O)c2ccccc2Sc2ccc(C(=O)OCc3ccco3)cc21,8%,7%,-3%,?,-9%,-14%,/,6%,/
COc1ccccc1/C=N/n1nnnc1N,-24%,16%,-1%,10%,-8%,9%,-3,7%,i
O=S(=O)(NC1CC1)c1ccc(S(=O)(=O)N2CCN3CCCC3C2)cc1 (stereo unspecified),-19%,23%,-7%,37%,-3%,-1%[57.5 µM],?,0%,/
CSc1ccc(C2CC(=O)Oc3c2c(=O)n(C)c2ccccc32)cc1 (stereo unspecified),3%,9%,/,-23%,-2%,i,/,/,/
Cc1nc2ccn(Cc3ccccc3)c(=O)c2cc1C(=O)Nc1ccc(F)cc1Cl,0%,-6%,/,1%,-2%,-1%,/,/,/
COc1ccc(NC(=O)C(C)N(C)Cc2ccc3ccccc3c2)cc1 (stereo unspecified),-8%,-11%,-1%,?,-10%,-27%,-13,23%,i
